PAFAH1B3 inh: PAFAH1B3 enzyme inhibitors, primary screen, biochemical, fluorescence polarization, human; Platelet-activating factor acetylhydrolase IB subunit alpha1 (Homo sapiens), Q15102; AID 492972, 2010; hit rate 0.28% among 340,000; inhibition, % at 3.39 µM; recombinant PAFAH1B3, FP-rhodamine probe;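 active = inhibition above the screen-wide average of all tested compounds plus 3 SD, cut at about 25% in these data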;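 also: 0% = enzyme with DMSO only and 100% = wells lacking PAFAH1B3 protein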
Target sequence (Q15102 whole entry, looked up): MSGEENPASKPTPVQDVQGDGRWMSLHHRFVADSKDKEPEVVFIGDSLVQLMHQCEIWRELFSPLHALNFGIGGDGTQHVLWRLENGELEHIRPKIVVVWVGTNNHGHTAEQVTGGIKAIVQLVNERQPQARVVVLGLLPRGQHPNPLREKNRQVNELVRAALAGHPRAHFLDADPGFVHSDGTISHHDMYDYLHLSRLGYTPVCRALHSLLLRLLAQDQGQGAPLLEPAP
ZTA DNA inh: blocks Epstein-Barr virus ZTA, an EBNA-1 counter-screen; AID 2234; ZTA-DNA binding, fluorescence polarization; hit rate 0.15% among 320,000; inhibition, % at 11 µM; P03206; in the data active = inhibition above about 33%
Target sequence (P03206 whole entry, looked up): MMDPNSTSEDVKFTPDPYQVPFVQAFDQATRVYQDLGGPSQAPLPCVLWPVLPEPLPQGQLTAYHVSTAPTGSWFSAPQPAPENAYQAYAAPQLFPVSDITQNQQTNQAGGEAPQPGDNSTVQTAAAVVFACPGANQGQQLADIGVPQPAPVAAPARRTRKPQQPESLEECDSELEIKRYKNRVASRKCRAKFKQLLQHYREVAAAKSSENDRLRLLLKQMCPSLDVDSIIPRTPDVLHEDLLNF
PAFAH2 inh: PAFAH2 enzyme inhibitors, primary screen, biochemical, fluorescence polarization, human | Platelet-activating factor acetylhydrolase 2, cytoplasmic (Homo sapiens), Q99487 | recombinant PAFAH2, FP-rhodamine activity probe | inhibition, % at 3.39 µM | hit rate 0.99% among 340,000;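 active = inhibition above the mean over all tested compounds plus 3 SD, cut at about 30% in these data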;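 also: inhibitors block probe labeling of enzyme so polarization drops; 0% = enzyme with DMSO and 100% = wells lacking PAFAH2 protein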
LYPLA2 inh: LYPLA2 inhibitors, primary screen, counter-screen for PME1 inhibitor project, biochemical, fluorescence polarization, FP-Rh probe ABPP. Acyl-protein thioesterase 2 (Homo sapiens), O95372. recombinant LYPLA2. inhibition, % at 5.9 µM. hit rate 0.38% among 320,000;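 active = inhibition above the screen-wide mean plus 3 SD, limit set per campaign, cut at about 26% in these data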;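 also: 0% = LYPLA2 with DMSO and 100% = wells lacking LYPLA2 enzyme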
Target sequence (O95372 whole entry, looked up): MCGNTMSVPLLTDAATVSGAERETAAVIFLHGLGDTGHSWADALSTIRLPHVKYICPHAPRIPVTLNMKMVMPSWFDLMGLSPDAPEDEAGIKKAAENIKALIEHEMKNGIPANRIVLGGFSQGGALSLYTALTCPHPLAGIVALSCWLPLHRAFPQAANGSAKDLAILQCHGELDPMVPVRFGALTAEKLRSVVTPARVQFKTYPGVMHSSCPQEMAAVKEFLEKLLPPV
PAFAH1B2 FP inh: PAFAH1B2 enzyme inhibitors, primary screen, biochemical, fluorescence polarization, human; Platelet-activating factor acetylhydrolase IB subunit alpha2 (Homo sapiens), P68402; recombinant PAFAH1B2, FP-rhodamine activity probe; inhibition, % at 3.39 µM; hit rate 1.2% among 340,000;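 active = inhibition above the mean of all tested compounds plus 3 SD, cut at about 24% in these data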;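 also: 0% = enzyme with DMSO and 100% = wells lacking PAFAH1B2; many of its hits are not listed in these tables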
pPAFAH inh: pPAFAH enzyme inhibitors, primary screen, biochemical, fluorescence polarization, human; Platelet-activating factor acetylhydrolase (Homo sapiens), Q13093; inhibition, % at 3.39 µM; recombinant pPAFAH, FP-rhodamine probe fluorescence polarization; AID 463082, 2010; hit rate 1.5% among 330,000;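 active = inhibition above the mean inhibition across the screen plus 3 SD, cut at about 25% in these data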;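 also: inhibitors block binding of the rhodamine activity-based probe so polarization drops; 0% = enzyme with DMSO and 100% = wells lacking pPAFAH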
PREPL inh: PREPL enzyme inhibitors, primary screen, biochemical, fluorescence polarization; hit rate 0.68% among 320,000; inhibition, % at 5.96 µM; Prolyl endopeptidase-like (Homo sapiens), Q4J6C6; recombinant PREPL, fluorescence polarization activity-based probe; in the data active = inhibition above about 43%;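 also: 0% = enzyme with DMSO and 100% = wells lacking enzyme; many of its hits are not listed in these tables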
EBNA-1 inh: EBNA-1 DNA-binding inhibitors, primary screen, biochemical, fluorescence polarization; inhibition, % at 14.8 µM; hit rate 0.34% among 300,000; in the data active = inhibition above about 28%
LYPLA1 counter: LYPLA1 inhibitors, primary screen, counter-screen for PME1 inhibitor project, biochemical, fluorescence polarization, FP-Rh probe ABPP | AID 2174, 2009 | inhibition, % at 5.9 µM | hit rate 0.16% among 320,000 | Acyl-protein thioesterase 1 (Homo sapiens), O75608 | recombinant LYPLA1;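 active = inhibition above the mean of all tested compounds plus 3 SD, set per campaign, cut at about 14% in these data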;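 also: inhibitors block serine hydrolase probe labeling of LYPLA1 so polarization falls; 0% = enzyme with DMSO and 100% = wells lacking LYPLA1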
Target sequence (O75608 whole entry, looked up): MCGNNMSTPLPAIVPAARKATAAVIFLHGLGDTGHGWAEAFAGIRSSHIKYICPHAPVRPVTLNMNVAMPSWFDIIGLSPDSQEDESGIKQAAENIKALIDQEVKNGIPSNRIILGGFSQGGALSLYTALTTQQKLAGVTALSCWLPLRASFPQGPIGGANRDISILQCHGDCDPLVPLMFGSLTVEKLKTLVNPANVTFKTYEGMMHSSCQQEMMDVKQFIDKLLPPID
Starred values were filed as active, the others as inactive; nt = not tested or not shown. Only part of the results is shown (hit frequency here may not be typical).

mol	PAFAH1B3 inh	ZTA DNA inh	PAFAH2 inh	LYPLA2 inh	PAFAH1B2 FP inh	pPAFAH inh	PREPL inh	EBNA-1 inh	LYPLA1 counter
CNc1nc(-c2c(C)n(C)c3ccc(OC)cc23)cs1	6	19	-8	-5	0	16	26	3	-4
O=C(Nn1cnnc1)c1csc2ccccc12	7	-12	5	0	3	9	7	1	0
O=S(=O)(c1cccs1)N1CCN(C/C=C/c2ccccc2)CC1	1	2	3	3	0	-5	-7	-9	-2
COC(=O)c1cc(C(=O)c2ccccc2)n2c(=O)/c(=C\N(C)C)sc12	nt	1	nt	2	nt	9	8	0	2
CCOC(=O)/C(=C/c1ccc(OC)cc1)NC(=O)c1ccco1	6	-6	0	-1	7	2	12	-1	3
CC(=O)Nc1ccc(S(=O)(=O)NC2(C(F)(F)F)NC(=O)N(c3ccc(Cl)cc3)C2=O)cc1 (stereo unspecified)	10	6	-2	5	-5	2	16	-6	5
CCn1nc(C)c(NC(=O)/C=C/c2ccc(OC)c(COc3ccc(Cl)cc3Br)c2)c1C	-8	1	1	0	-2	3	-4	-3	-4
N#Cc1ccccc1S(=O)(=O)N1CCN(C(=O)[C@@H]2CCCN2C(=O)c2cccs2)CC1	5	-1	9	1	0	0	5	nt	0
CCOc1ccc(CNC(=O)C2CC(=O)N(C3CCCC3)C2)cc1OC (stereo unspecified)	12	2	5	3	4	5	6	5	-1
Cc1nn(-c2ccccc2)c(C)c1NC(=O)CCl	1	-4	8	7	-2	7	-5	9	5
Cc1ccc(-c2nnc(C)c(N3CCCC3)n2)cc1	7	-2	-5	1	4	-2	-2	0	0
COc1cc(C)c(NC(=S)Nc2ccc(C)c(Cl)c2)cc1OC	2	-2	-7	0	-5	2	9	5	0
CC1CCCCN1C(=O)CCC(=O)Nc1nnc(C(F)(F)F)s1 (stereo unspecified)	6	-5	3	8	7	4	-1	7	8
O=C1CC(c2ccccc2)CC(O)=C1C=NCc1ccc(Cl)c(Cl)c1 (stereo unspecified)	5	4	6	10	8	4	7	-6	-1
O=C(COC(=O)c1ccc(Br)c(S(=O)(=O)N2CCOCC2)c1)NCCc1ccccc1	6	nt	11	nt	1	1	16	nt	nt

Structures listed so far with a CF3 group (2):
mol	PAFAH1B3 inh	ZTA DNA inh	PAFAH2 inh	LYPLA2 inh	PAFAH1B2 FP inh	pPAFAH inh	PREPL inh	EBNA-1 inh	LYPLA1 counter
CC(=O)Nc1ccc(S(=O)(=O)NC2(C(F)(F)F)NC(=O)N(c3ccc(Cl)cc3)C2=O)cc1 (stereo unspecified)	10	6	-2	5	-5	2	16	-6	5
CC1CCCCN1C(=O)CCC(=O)Nc1nnc(C(F)(F)F)s1 (stereo unspecified)	6	-5	3	8	7	4	-1	7	8

(cont.)
mol	PAFAH1B3 inh	ZTA DNA inh	PAFAH2 inh	LYPLA2 inh	PAFAH1B2 FP inh	pPAFAH inh	PREPL inh	EBNA-1 inh	LYPLA1 counter
Cc1ccc(-c2n[nH]c3c2C(c2cccc(O)c2)N(c2ccc(C(=O)O)cc2)C3=O)cc1 (stereo unspecified)	8	-11	-3	-6	1	-2	16	3	-2
O=C(CCc1ccccc1)NNC(=O)Cc1ccccc1	3	12	3	1	8	-2	3	-1	3
O=C(CN1C(=O)NC2(CCCC2)C1=O)N1CCN(S(=O)(=O)c2ccccc2)CC1	8	-12	7	5	3	5	-1	-1	2
N#CC(C(=O)NCCc1ccccc1)c1nc2ccccc2nc1N1CCOCC1 (stereo unspecified)	12	13	3	-2	8	3	22	0	2
CN(Cc1ccccc1)C(=O)C1CCN(S(=O)(=O)c2ccc(-n3cnnn3)cc2)CC1	3	8	0	1	0	1	4	7	-2
CC(NC(=O)CCC(=O)NC(C)c1ccccc1)c1ccccc1 (stereo unspecified)	2	-2	-4	-4	14	-5	7	-10	-5
O=C(c1ccc([N+](=O)[O-])cc1)N1CCN(c2ncccn2)CC1	11	-1	-9	-1	1	-2	19	-3	1
O=C(c1ccccc1)N1CCN(c2ncnc3c2cnn3-c2ccccc2)CC1	1	3	4	6	-4	-2	-2	1	4
COc1ccc(-c2nnc(CSc3nc4ccccc4c(=O)n3C)o2)cc1OC	12	-3	0	4	2	-1	0	-10	1
COc1ccc(N(C)C(=O)c2cc3c(s2)-c2c(C)cccc2OC3)c(OC)c1	3	-9	-2	-2	0	0	12	-5	-3
Cc1ccccc1NC(=O)Cc1nnc(SCC(=O)N2CCOCC2)n1C	8	-2	-2	0	3	3	0	4	3
COC(=O)C1=C(C)N(c2ccc(C)c(C)c2)/C(=C/c2ccc(O)cc2)C1=O	9	-4	-4	-3	0	1	12	1	-2
CC(=C1C(=O)c2ccccc2C1=O)N1CCN(CCN=CC2=C(O)CC(C)(C)CC2=O)CC1	-6	2	-2	-5	0	1	5	-7	-2
CN(Cc1ccccc1)C(=O)c1ncn(Cc2ccccc2)c1C(=O)N(C)Cc1ccccc1	2	1	-1	1	3	2	27	nt	2
CCOC(=O)c1cc(-c2ccccc2)nc2ccc(C)cc12	6	1	0	-7	4	4	24	-1	0
CC(C)c1ccc(/C=N\NC(=O)c2ccc(Cn3cccn3)o2)cc1	2	3	9	0	1	3	-3	1	-1
COc1ccc(C(C(=O)NCc2ccccc2)N(C(=O)c2snc(C(N)=O)c2N)C2CCCC2)cc1 (stereo unspecified)	3	10	8	1	4	9	1	-6	-3
O=C(Nc1cc([N+](=O)[O-])ccc1O)c1cccc([N+](=O)[O-])c1	11	12	6	2	3	5	0	-9	1
COc1cccc(NC(=O)CCNS(=O)(=O)c2ccc(Br)s2)c1	-3	3	-2	-12	3	-17	-8	-11	-9
Cc1cccc(C)c1OCc1cc(C(=O)N2CCNC(=O)C2)no1	6	1	7	-1	1	-2	-4	4	2
Cc1nn(-c2ccccc2)c(N2CCCC2)c1/C=N/n1cnc2scc(-c3ccccc3)c2c1=O	1	0	3	5	4	2	10	-5	4
CCOc1c(C)cnc2c1c(=O)n(Cc1ccccc1F)c(=O)n2C	0	-24	2	7	0	-8	10	-10	3
Cc1ccsc1S(=O)(=O)N1CCCC(CCC(=O)NCc2ccccc2F)C1 (stereo unspecified)	0	11	7	-3	7	-1	-21	-3	-6
COc1ccc2nc(SCC(=O)/C(C#N)=C(\C)N)[nH]c2c1	0	-2	5	5	0	7	-6	-3	3
O=S(=O)(c1ccc(C(F)(F)F)cc1)N1CCN(CCc2ccccc2)CC1	2	9	-2	0	4	5	-58	6	-3
CCCCn1c(SCC(=O)NCCc2ccc(OC)c(OC)c2)nc2c1c(=O)n(C)c(=O)n2C	1	-8	0	1	-2	4	22	14	1
Cc1nc(-c2ccc3c(c2)OCCCO3)cs1	6	7	4	0	3	0	1	-5	0
Cc1ccc(C(=O)Nc2ccc(C(=O)O)cc2)cc1S(=O)(=O)NCc1ccccc1	7	-11	-5	1	2	3	-1	-2	0
O=C(c1ccco1)N(c1ccccn1)c1ccccn1	5	-6	-6	-4	1	-8	15	-15	-2
CCCN1C(=O)/C(=C/c2ccc(N3CCCC3)c(C)c2)NC1=S	-5	-8	-10	-16	0	9	0	2	-7
CN1N=C(C(=O)N2CCCC(C(=O)c3cccc(C(F)(F)F)c3)C2)CCC1=O (stereo unspecified)	3	10	12	0	4	3	6	1	0
O/N=C/c1cn(-c2ccccc2)nc1-c1ccc2c(c1)OCCO2	6	3	0	-1	-2	6	-3	7	-3
Fc1ccc(C(c2nnnn2C2CCCC2)N2CCc3ccccc32)cc1 (stereo unspecified)	-3	-11	0	6	4	0	14	7	0
O=C(COc1ccc2c3c(c(=O)oc2c1)CCC3)Nc1ccc(CCO)cc1	-4	2	8	1	-1	4	4	4	1
Fc1ccc(OCCOCCNCC2CCCO2)cc1 (stereo unspecified)	-14	9	1	-2	4	3	20	-5	0
COc1ccc(S(=O)(=O)NC(N)=NCCc2ccc(OC)c(OC)c2)cc1C	2	1	-2	0	-2	3	3	9	1
O=C(CS(=O)(=O)c1ccccc1)Nc1ncc([N+](=O)[O-])s1	0	5	5	-3	4	4	-5	-2	1
Cc1ccc(CCCOC(=O)C[N+]2(C)CCOCC2)cc1	8	12	7	1	7	2	9	13	3
C=C(C)CNC(=S)N/N=C/c1ccc([N+](=O)[O-])cc1	-1	-5	13	20	6	0	16	-1	1
CC1CC(C)CN(C(=O)CCc2nnc3ccc(N4CCCCC4)nn23)C1 (stereo unspecified)	11	-14	4	2	4	18	9	1	-2
CC(=O)Nc1ccc(S(=O)(=O)N2CCC(c3nc4c(nnn4Cc4ccccc4Cl)c(=O)[nH]3)CC2)cc1	9	-8	8	-4	3	2	0	-2	-8
CC1=NN(c2ccc([N+](=O)[O-])cc2)C(c2ccccc2)C1 (stereo unspecified)	-2	-14	5	4	15	2	3	-3	0
Cc1nn(-c2ccccc2)cc1C(c1c(N)[nH]c(=S)[nH]c1=O)c1c(N)[nH]c(=S)[nH]c1=O	24	-12	5	5	8	-1	-5	-14	-1
Cc1cc(Cl)cc2c1NC(=O)[C@]21[C@@H]2C(=O)N(Cc3ccccc3)C(=O)[C@@H]2[C@@H]2CCCN21	9	0	2	-14	4	8	39	19	-7
Cc1ccc(C(=O)NC(=O)CSc2ncccc2C(=O)O)cc1	5	7	-4	-5	3	0	-6	7	1
O=C(Nc1ccccc1)c1cc(N2CCOCC2)nc2ccccc12	-3	10	-7	-2	0	3	3	7	1
NC(=O)C1CCN(C(=O)C2(NC(=O)Nc3cccc(F)c3)CCCCC2)CC1	10	12	-3	-2	7	4	-7	-8	-1
CC(=O)Nc1ccc(S(=O)(=O)N(C)CC(=O)OCC(=O)N2CCCC2=O)cc1	8	-2	-1	4	3	1	6	3	3
CCO[C@@H]1OC(C(N)=O)=C[C@H](c2ccc3c(c2)OCO3)[C@H]1CCCO	-8	2	1	-2	6	-1	19	-4	-1
O=C(CC(Nc1ccccc1)C(=O)O)c1ccccc1 (stereo unspecified)	3	4	1	-3	1	3	7	4	-5
COc1ccc(CN(C)C2CCN(C)CC2)cc1OC	3	14	4	2	6	4	-4	-4	0
CCCCNC(=O)C(=O)N/N=C/c1cccc(Br)c1	1	8	2	-3	-2	5	-6	12	-2
CC(=O)C1=C(O)C(=O)N(c2ccc(Br)cn2)C1c1cccc([N+](=O)[O-])c1 (stereo unspecified)	-5	0	0	3	-4	6	6	2	0
CCOC(=O)C(Cc1ccccc1)NC(=O)Cn1nnc(-c2ccc(SC)cc2)n1 (stereo unspecified)	-3	4	-2	-8	0	-3	9	6	-7
CCOC(=O)C1=C(C)NC(=O)NC1c1ccc(F)cc1 (stereo unspecified)	-1	2	2	5	4	5	7	0	-1
COC(=O)c1ccc(C(=O)OC)c(NC(=O)CN2CCC(C)CC2)c1	-2	0	1	1	4	8	-13	8	0

Screens deposited in PubChem BioAssay by The Scripps Research Institute Molecular Screening Center.
